Compound activity (PubChem BioAssay)
hIAP inh = human IAP inhibition. 330,000 tested, 0.12% active. purified IAP, CDP-Star luminescence, 30 min. P09923. inhibition, % at 10 µM;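 active means inhibition reaching a set limit with compound at 10 µM in the primary screen, cut at about 35% in these data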;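 further: plate controls were DMSO wells with enzyme for no effect and no-enzyme buffer wells for full effect; values of inactives mirror those of a sister screen read the other way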
A3G deaminase = inhibitors of human APOBEC3G DNA deaminase | recombinant A3G, ssDNA deamination FAM/TAMRA fluorescence | inhibition, % at 20 µM | 330,000 tested, 0.28% active | AID 493012;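 active means inhibition of at least 40% at 20 µM, with no more than 30% in the related APOBEC3A deaminase screen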;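 further: plate controls were DMSO wells with A3G for no effect and wells lacking A3G enzyme for full effect; some compounds called inactive have numbers as strong as hits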
Target sequence (Q9HC16 whole entry, looked up): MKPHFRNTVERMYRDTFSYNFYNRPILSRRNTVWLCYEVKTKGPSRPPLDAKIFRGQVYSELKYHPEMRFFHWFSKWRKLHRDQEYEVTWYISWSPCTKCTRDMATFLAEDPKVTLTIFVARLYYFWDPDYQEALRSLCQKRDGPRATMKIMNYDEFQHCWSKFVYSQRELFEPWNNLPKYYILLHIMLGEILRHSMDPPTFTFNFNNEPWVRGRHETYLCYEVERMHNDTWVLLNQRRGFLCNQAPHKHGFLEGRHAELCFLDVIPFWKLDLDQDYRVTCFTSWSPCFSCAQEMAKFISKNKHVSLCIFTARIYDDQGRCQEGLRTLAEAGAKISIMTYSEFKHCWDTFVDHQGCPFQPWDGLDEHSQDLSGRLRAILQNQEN
mIAP block = blocks mouse intestinal alkaline phosphatase. AID 2806. purified mouse IAP, CDP-Star luminescence, 30 min. inhibition, % at 10 µM. 330,000 tested, 0.2% active;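 active means inhibition of at least 40% at 10 µM in the primary screen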;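 further: plate controls were DMSO with enzyme for no effect and no enzyme wells for full effect; values of inactives mirror those of a sister screen read the other way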
hIAP act = human IAP activation; P09923; purified human IAP, CDP-Star luminescence, 30 min; hits give high values; 1 = vehicle-only enzyme, 0 = enzyme-free background; activation factor at 10 µM; 330,000 tested, 0.16% active;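 active means activation factor of the enzyme at least 2-fold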; further: the source names both 10 and 20 µM as test concentration; values of inactives mirror those of a sister screen read the other way
A3A deaminase = inhibitors of human APOBEC3A DNA deaminase. 330,000 tested, 0.41% active. P31941. inhibition, % at 20 µM. recombinant A3A, FAM/TAMRA ssDNA deamination fluorescence;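 active means at least 40% inhibition at 20 µM here, with at most 30% in a related deaminase screen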;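 further: plate controls were A3A with DMSO for no effect and wells lacking A3A enzyme for full effect; some results filed as inactive read as strong as hits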
Target sequence (P31941 whole entry, looked up): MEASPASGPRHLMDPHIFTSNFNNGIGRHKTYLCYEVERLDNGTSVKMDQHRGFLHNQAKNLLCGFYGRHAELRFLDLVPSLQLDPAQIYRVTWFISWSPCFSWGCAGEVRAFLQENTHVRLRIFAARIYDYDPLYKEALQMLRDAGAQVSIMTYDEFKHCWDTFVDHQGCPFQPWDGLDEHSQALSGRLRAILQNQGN
SENP1 FRET inh = blocks the human SENP1 SUMO protease catalytic domain. Q9P0U3. recombinant SENP1 catalytic domain, CyPet-SUMO1-YPet FRET cleavage. inhibition, % at 10 µM. 360,000 tested, 0.21% active;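 active means inhibition at least 30% at 10 µM, raw YFP signal under a set limit, fluorescence ratio 0.5 to 1.5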;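 further: 0% = enzyme with DMSO and 100% = no enzyme wells; some results filed as inactive read as strong as hits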
Target sequence (Q9P0U3 419-644 limits assumed): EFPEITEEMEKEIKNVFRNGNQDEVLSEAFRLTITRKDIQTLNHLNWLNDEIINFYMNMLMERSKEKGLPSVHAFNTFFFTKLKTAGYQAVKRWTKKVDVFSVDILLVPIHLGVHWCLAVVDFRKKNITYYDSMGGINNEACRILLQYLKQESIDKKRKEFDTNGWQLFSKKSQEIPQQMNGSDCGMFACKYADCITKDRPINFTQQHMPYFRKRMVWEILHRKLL
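system = hSENP1 catalytic domain, recombinant | reagent = SFCypet-SUMO1-SFYpet substrate at 25 nM | doses = one dose per compound, 10 µM, 0.5% DMSO | incubation = enzyme reaction for 50 min at room temperature, dark | measured by = FRET, CFP and YFP emission | controls = no-enzyme low, enzyme-DMSO high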
beta cell repl = inducers of beta-cell replication in MIN6 cells | MIN6 cells proliferation, ATPlite luminescence, 48 h; cells starved in 0.2% serum; 100% = growth in 10% serum | AID 2380 | 330,000 tested, 0.29% active | proliferation, % at 10 µM;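 active means compounds whose signal lies at least 3.5 SD above the mean of all wells on their plate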;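 further: 0% = DMSO-treated cells in low-serum medium and 100% = 10% serum control; some compounds called inactive have numbers as strong as hits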
mIAP act = mouse IAP activation. muIAP, CDP-Star luminescence, 30 min; hits give high values; 1 = vehicle-only enzyme signal, 0 = enzyme-free wells. activation factor at 10 µM. AID 2805. 330,000 tested, 0.24% active;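 active means activation factor of at least 2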; further: the source names both 10 and 20 µM as test concentration; values of inactives mirror those of a sister screen read the other way
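Assay system: mouse IAP enzyme / Compound: DMSO-dissolved test compounds / Timing: 30 min, room temperature / Measured by: luminescence from enzymatic CDP-Star hydrolysis / Control set: DMSO-only wells, enzyme-free buffer wells as negative control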
NLRP3 yeast inh = NALP3 inhibition in yeast. inhibition, % at 10 µM. 330,000 tested, 0.39% active. Yeast reconstituted NLRP3/ASC/caspase-1, beta-gal luminescence, 24 h;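 active means inhibition of 50% or more; inactive means inhibition below 50%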;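 further: plate controls were induced DMSO wells for no effect and uninduced yeast grown without galactose for full effect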
The depositor's hits bear a star; / = no result given. Not all compounds are listed; count on the stated rates, not on these rows.

Fields – hIAP inh	A3G deaminase	mIAP block	hIAP act	A3A deaminase	SENP1 FRET inh	beta cell repl	mIAP act	NLRP3 yeast inh
NC(=O)[C@H]1CC2(CC(c3cccc(NC(=O)CC(c4ccccc4)c4ccccc4)c3)=NO2)CN1C(=O)C(c1ccccc1)c1ccccc1 (stereo not given in full)
→ 2	1	-64	0.97	2	1	-8	1.6	9
Nc1ncnc2c1ncn2C1O[C@H](CO)[C@@H](O)[C@@H]1O (stereo not given in full)
→ -7	-6	-4	1.1	-2	-2	-6	1	8
N#C/C=C/N1CCN(C(=O)c2ccco2)CC1
→ 21	-12	-6	0.79	-5	-1	4	1.1	11
Cc1ccc2c(CN3CCN(CCO)CC3)cc(=O)oc2c1
→ -4	-6	-1	1	0	-2	-1	1	9
O=C1C(c2cc(=O)c3ccccc3[nH]2)=C(O)c2ccccc21
→ 10	-6	6	0.9	-3	2	-5	0.94	22
COC(=O)COc1ccc(S(=O)(=O)Nc2ccc3c(c2)OCCO3)cc1C
→ -8	-7	-2	1.1	-3	2	-2	1	32
C=CCN1C(=O)SC(Cc2cccc(OC)c2O)C1=O (stereo not given)
→ -11	-7	12	1.1	3	1	-1	0.88	0
CC(C)(C)NC(=O)COC(=O)c1ccc(Cl)c(S(N)(=O)=O)c1
→ -16	-8	-7	1.2	6	2	-1	1.1	7
CCCCn1c(=NC(=O)c2cccnc2)c(C#N)cc2c(=O)n3cccc(C)c3nc21
→ 3	-4	-4	0.97	0	-23	-2	1	-11
Cc1csc(NC(=O)CSc2nncn2C)n1
→ -15	-1	-8	1.1	-1	3	-2	1.1	9
S=C(c1ccc[nH]1)N1CCOCC1
→ -4	-5	-13	1	-2	1	1	1.1	-4
CNC(=O)c1c(NC(=O)c2ccc(S(=O)(=O)N3CCCc4ccccc43)cc2)sc2c1CCN(C)C2
→ 30	-1	18	0.7	2	-37	-4	0.82	13
NS(=O)(=O)c1cccc(NC(=O)COC(=O)CCN2C(=O)c3ccccc3C2=O)c1
→ -4	-7	-1	1	0	3	-1	1	-1
O=C(OCc1csc(Nc2ccccc2)n1)c1ccc(Cl)cc1
→ 3	-2	-4	0.97	-1	-2	-5	1	0
COc1ccc(OCC(=O)Nc2ccc(S(=O)(=O)Nc3nc(C)cc(C)n3)cc2)cc1
→ 2	1	1	0.98	-1	-1	-3	0.99	3
CC(Sc1nc2ccccc2s1)C(=O)c1c(N)n(C)c(=O)n(C)c1=O (stereo not given)
→ 2	-19	-4	0.98	-5	1	-4	1	21
CCNc1nc(Cl)nc(NNC(=O)C(C)Oc2ccccc2)n1 (stereo not given)
→ 2	0	0	0.98	6	3	0	1	11
Cn1c(SCC(=O)Nc2ccc3c(c2)OCCO3)nnc1C1CC1
→ 2	-5	-3	0.98	-4	-1	1	1	6
O=C(CN1C(=O)c2cccc3cccc1c23)Nc1ccc(S(=O)(=O)Nc2nccs2)cc1
→ 6	-12	-1	0.94	-2	/	0	1	-4
Cc1ccc(S(=O)(=O)N2CCN(C(=O)COC(=O)C3CCC3)CC2)c(C)c1
→ 6	-11	6	0.94	2	1	3	0.94	15
COc1ccc(C(C)=O)cc1CSCCC#N
→ 17	3	3	0.83	2	0	-3	0.97	4
O=C(Nc1ccccc1)c1ccc(COc2ccccc2)cc1
→ -22	-6	6	1.2	-1	1	-2	0.94	-6
COCCn1cc(-c2csc(N)n2)c2ccccc21
→ -9	-3	-12	1.1	-7	-24	-3	1.1	11
CN(c1ccc(C(=O)N2CCOCC2)cc1)S(=O)(=O)c1cccs1
→ -9	-5	2	1.1	0	1	-2	0.98	2
CCOc1ccc(OCCC(=O)OCC(=O)N2CCN(S(=O)(=O)c3ccc(Cl)cc3)CC2)cc1
→ -29	-2	-8	1.3	7	1	-4	1.1	11
COc1ccc(CCNC2=C(Cl)C(=O)N(CCc3ccccc3)C2=O)cc1OC
→ -4	-3	14	1	-3	-13	-5	0.86	10
CCOC(=O)N1CCN(C(=O)C2CCC(=O)N(CCCN3CCCC3=O)C2)CC1 (stereo not given)
→ 18	-5	3	0.82	1	-1	1	0.97	15
Cc1ccc(C(=O)Nc2cc(Cl)ccc2N2CCCCC2)s1
→ 1	-4	4	0.99	-4	0	-2	0.96	10
COc1cc(OC)c(C(=O)N(CCc2ccccc2)Cc2ccccc2)cc1OC
→ 19	-2	-1	0.81	65*	0	-3	1	-4
O=C(CCC(=O)N(c1ccccc1)C(C(=O)NC1CCCC1)c1ccncc1)Nc1cccnc1 (stereo not given)
→ -5	1	-9	1	-2	0	3	1.1	9
CC(C)(C)c1ccc(NC(=O)N2CCCN(c3ccc([N+](=O)[O-])cn3)CC2)cc1
→ 11	-8	6	0.89	-4	-1	-3	0.94	28
CC(C)COC(=O)c1ccccc1N1C(=O)C2C3CCC(C3)C2C1=O (stereo not given)
→ 8	-4	-8	0.93	-1	2	1	1.1	-7
Cn1c(=O)c2c(ncn2CC(=O)OCC(=O)Nc2ccc(Cl)cc2)n(C)c1=O
→ -6	2	-5	1.1	4	1	-1	1	10
COc1ccc(NCC(=O)N/N=C/c2cc([N+](=O)[O-])ccc2N2CCCC2)cc1
→ 21	-2	12	0.79	-2	-18	-2	0.88	14
Nc1nonc1-n1nnc(C(=O)N/N=C/C2CC=CCC2)c1CSc1ccccc1 (stereo not given)
→ 3	-2	13	0.97	-1	0	-2	0.87	17
COc1ccc(-c2nc3c(c(=O)n(C)c(=O)n3C)n2CC2CC(c3ccccc3)=NO2)cc1OC (stereo not given)
→ -6	-1	-10	1.1	1	2	-3	1.1	16
Clc1ccc(Sc2cnc3ccccc3n2)cc1
→ -16	0	3	1.2	-1	-4	2	0.97	6
COc1ccc(NC(=O)c2cc3ccccc3o2)cc1OC
→ 11	-10	8	0.89	-2	1	-2	0.92	20
CCOc1cc(/C=C2/SC(=S)NC2=O)ccc1OC(=O)c1ccco1
→ 32	2	19	0.68	7	75*	-4	0.81	9
CC(Oc1coc(CN2CCN(C(=O)c3ccco3)CC2)cc1=O)c1ccccc1 (stereo not given)
→ 3	5	-2	0.97	7	2	3	1	4
COC(=O)c1ccc(CSc2cc(C)c3ccccc3n2)o1
→ -2	-4	-3	1	-3	-4	0	1	-9
CCOc1ccc(CCNC(=O)c2cc3sccc3n2C)cc1OCC
→ 5	-7	-6	0.95	-1	1	1	1.1	13
Cc1nc2ccccc2nc1CSc1nnc(N)s1
→ 14	-10	1	0.86	-7	0	1	0.99	14
Cc1c(C(=O)N/N=C/c2ccccc2)[nH]c2ccc(Cl)cc12
→ -25	-3	7	1.3	1	-3	-6	0.93	14
COc1cc2cc(CCCOC(=O)c3ccc(F)cc3)oc(=O)c2cc1OC
→ 3	-1	6	0.97	0	3	1	0.94	18
CC(c1ccccc1)n1c(SCC(=O)N2CC(=O)Nc3ccccc32)nc2ccccc2c1=O (stereo not given)
→ -3	-7	-23	1	-2	-1	0	1.2	14
CCOC(=O)N/N=C\c1ccc([N+](=O)[O-])o1
→ 22	0	23	0.78	2	-10	-4	0.77	0
CCc1ccccc1S(=O)(=O)Cc1ccc(C(=O)NC2CCCC2)o1
→ -19	-4	2	1.2	-3	-4	-3	0.98	7
COc1ccc(C(=O)N2CCN(Cc3ccccc3C)CC2)cc1OC
→ 6	3	5	0.94	2	2	-1	0.95	11
c1ccc(OCCOc2ccccc2-c2nnco2)cc1
→ 5	1	14	0.95	-1	1	-1	0.86	14
Cc1ccccc1-n1ncc2c1CC(C)(C)CC2NC(=O)CCn1cncn1 (stereo not given)
→ -21	-1	-2	1.2	2	1	-3	1	12
CN(Cc1ccccc1)S(=O)(=O)c1ccc(Cl)c(C(=O)NCc2cccnc2)c1
→ -12	-11	-1	1.1	0	-2	1	1	19
CCCc1ncc(C(O)c2cccc(OC)c2OC)n1C (stereo not given)
→ 1	-1	8	0.99	0	-1	0	0.92	19
O=C(NCc1ccco1)C1CCCN(S(=O)(=O)c2ccc(Br)cc2)C1 (stereo not given)
→ 7	-9	6	0.93	-3	0	4	0.94	12
CCOC(=O)c1cc2c(=O)c3ccccc3oc2nc1C
→ 2	-6	6	0.98	0	4	-2	0.94	-3
CC(=O)NC(Cc1ccccc1)C(=O)OCC(=O)c1ccc(Br)cc1 (stereo not given)
→ -5	0	5	1.1	0	2	0	0.95	-10
CCOC(CNC(=O)c1cccn2c(=O)c3c(C)c(C)sc3nc12)OCC
→ 6	0	-11	0.94	2	-5	0	1.1	21
O=C(NNC(=O)c1c(O)c2ccccc2[nH]c1=O)c1ccccc1Br
→ -64	-8	15	1.6	-6	1	-1	0.85	57*
CC(=O)Nc1cccc(NC(=O)c2cc([N+](=O)[O-])ccc2N2CCCCC2)c1
→ 22	-9	13	0.78	-4	-3	0	0.87	17
Cn1nnc2cc(C(=O)N3CCSCC3)ccc21
→ 3	0	-1	0.97	2	-1	0	1	4

Not a retest: entries from further up.
Fields – hIAP inh	A3G deaminase	mIAP block	hIAP act	A3A deaminase	SENP1 FRET inh	beta cell repl	mIAP act	NLRP3 yeast inh
NC(=O)[C@H]1CC2(CC(c3cccc(NC(=O)CC(c4ccccc4)c4ccccc4)c3)=NO2)CN1C(=O)C(c1ccccc1)c1ccccc1 (stereo not given in full)
→ 2	1	-64	0.97	2	1	-8	1.6	9
Nc1ncnc2c1ncn2C1O[C@H](CO)[C@@H](O)[C@@H]1O (stereo not given in full)
→ -7	-6	-4	1.1	-2	-2	-6	1	8

Fetched one by one from the list above:
Fields – hIAP inh	A3G deaminase	mIAP block	hIAP act	A3A deaminase	SENP1 FRET inh	beta cell repl	mIAP act	NLRP3 yeast inh
CCOC(CNC(=O)c1cccn2c(=O)c3c(C)c(C)sc3nc12)OCC
→ 6	0	-11	0.94	2	-5	0	1.1	21
COc1cc2cc(CCCOC(=O)c3ccc(F)cc3)oc(=O)c2cc1OC
→ 3	-1	6	0.97	0	3	1	0.94	18

(more compounds)
Fields – hIAP inh	A3G deaminase	mIAP block	hIAP act	A3A deaminase	SENP1 FRET inh	beta cell repl	mIAP act	NLRP3 yeast inh
O=C(O)CN(Cc1ccco1)S(=O)(=O)c1ccc(F)cc1
→ 0	2	-2	1	3	1	0	1	2
O=C(Cc1ccccc1)Nc1ccnn1C1CCN(Cc2ccc(CO)o2)CC1
→ 12	-2	4	0.88	-3	-2	0	0.96	11
O=C(OCc1ccc(Br)cc1)c1ccncc1
→ -1	4	-7	1	1	-3	4	1.1	15
CC(C)Sc1nc(C(F)(F)F)cc(=O)n1-c1ccccc1
→ 23	3	-2	0.77	3	-8	-1	1	-3
CCCn1ncc(CN2CCC(C(=O)Nc3cccc(-c4cccc(F)c4)c3)CC2)c1C
→ -4	-7	-426	1	-1	-1	-7	5.3*	16
COn1c(SC(C)C)nc2ccccc2c1=O
→ 16	-5	3	0.84	-1	1	-3	0.97	-1
Cc1cccc(OCC(=O)NCCCNC(=O)c2ccco2)c1
→ 9	-6	-3	0.91	2	1	1	1	14
CCOc1cc(C2c3c(-c4ccccc4)n[nH]c3C(=O)N2c2ccc(C(=O)O)cc2)ccc1O (stereo not given)
→ 5	-10	-6	0.95	-5	1	0	1.1	6
Cc1cc(C)cc(NC(=S)NCc2ccc(S(N)(=O)=O)cc2)c1
→ 6	-9	-8	0.94	-5	2	0	1.1	-4
C=CCNC(=O)c1ccc(-c2nc(-c3ccccc3)cs2)cc1
→ -9	0	2	1.1	-1	2	-5	0.98	22
